# DNMT1 inh: DNMT1 (human) enzyme inhibition | inhibition (reported as % activation of signal), % at 10 µM | AID 588458 | P26358 | DNMT1 molecular beacon, Hinp1I cleavage, fluorescence | hit rate 0.83% among 360,000; in the data active = inhibition above about 50%
# LMPTP inh: LMPTP (human) inhibition | P24666 | recombinant LMPTP-A, OMFP fluorogenic substrate, fluorescence intensity | inhibition, % at 20 µM | hit rate 0.22% among 360,000 | AID 651560;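 active = compounds that cut the enzyme signal by at least half of the control window in the single-dose screen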;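 also: plate controls were DMSO wells with enzyme plus substrate for no effect and substrate without enzyme for full effect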
# Target sequence (P24666 whole entry, looked up): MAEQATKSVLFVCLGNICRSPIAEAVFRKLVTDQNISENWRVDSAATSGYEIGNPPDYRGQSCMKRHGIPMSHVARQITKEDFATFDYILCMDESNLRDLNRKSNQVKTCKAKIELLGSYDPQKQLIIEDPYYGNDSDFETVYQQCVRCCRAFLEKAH
#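 Test system – LMPTP-A enzyme · Amount – LMPTP-A at 0.625 nM final in the reaction · Buffer or medium – Bis-Tris pH 6.0, DTT, detergent · Reagent – OMFP 400 µM · Doses – single 20 µM dose · Schedule – reaction 50 min, room temperature, dark · Detection – fluorescence intensity of OMFP turnover product · Evaluation – percent inhibition versus substrate-only and uninhibited controls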
# NadD block: blocks S. aureus nicotinate mononucleotide adenylyltransferase; purified NadD enzyme, colorimetric absorbance read-out; inhibition, % at 20 µM; hit rate 0.78% among 360,000; AID 602399; in the data active = inhibition above about 26%; also: some compounds past the cut are filed as inactive
# STEP inh: blocks human striatal-enriched tyrosine phosphatase; P54829; recombinant STEP, OMFP fluorogenic substrate, fluorescence; inhibition, % at 20 µM; hit rate 0.25% among 360,000;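 active = inhibition at 20 µM, scaled per plate between control wells, above about 37%, limit read from the data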;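 also: 0% = DMSO with enzyme and substrate and 100% = substrate only without enzyme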
# Target sequence (P54829 whole entry, looked up): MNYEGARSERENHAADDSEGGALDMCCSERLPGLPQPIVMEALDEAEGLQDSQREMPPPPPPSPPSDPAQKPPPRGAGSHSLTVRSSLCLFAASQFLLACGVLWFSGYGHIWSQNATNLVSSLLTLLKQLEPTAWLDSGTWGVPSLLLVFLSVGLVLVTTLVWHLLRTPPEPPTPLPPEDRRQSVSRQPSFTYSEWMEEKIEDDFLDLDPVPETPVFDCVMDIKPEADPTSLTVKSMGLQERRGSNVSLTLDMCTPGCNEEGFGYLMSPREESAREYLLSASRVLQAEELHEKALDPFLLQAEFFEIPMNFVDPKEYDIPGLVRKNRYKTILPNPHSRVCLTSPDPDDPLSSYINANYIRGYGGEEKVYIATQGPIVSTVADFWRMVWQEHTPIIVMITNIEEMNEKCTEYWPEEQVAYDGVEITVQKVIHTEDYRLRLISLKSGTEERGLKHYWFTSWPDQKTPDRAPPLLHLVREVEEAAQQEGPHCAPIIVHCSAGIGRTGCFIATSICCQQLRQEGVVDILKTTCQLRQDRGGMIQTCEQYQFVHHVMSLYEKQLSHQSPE
#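 System: STEP (striatal-enriched tyrosine phosphatase) enzyme, cell-free; medium: Bis-Tris pH 6.0 buffer with DTT, detergent; dosing: 20 µM, 1% DMSO; times: reaction 20 min, ambient temperature; detection: fluorescence, 480/540 nm; read-out basis: normalized % inhibition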
# SUMO1-SIM PPI: alters human SUMO1 binding to SIM partners | SUMO1 binding to a labelled peptide, TR-FRET, 1 h | inhibition, % at 20 µM | hit rate 0.33% among 360,000; in the data active = inhibition above about 37%
# Target sequence (P63165 whole entry, looked up): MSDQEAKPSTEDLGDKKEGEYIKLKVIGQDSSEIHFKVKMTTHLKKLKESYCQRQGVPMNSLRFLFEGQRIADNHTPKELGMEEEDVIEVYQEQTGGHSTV
# Tb MetRS inh: blocks T. brucei methionyl-tRNA synthetase activity | purified T. brucei MetRS, ATP depletion, Kinase-Glo luminescence | AID 624268 | inhibition, % at 11.9 µM | hit rate 0.4% among 360,000;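 active = inhibition above a per-plate cutoff of the control wells' mean inhibition plus 3 SD, cut at about 5.5% in these data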;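 also: 0% = DMSO wells median and 100% = median of wells with control inhibitor compound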
#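 Test system – parasite MetRS enzyme · Reagent – substrates ATP, L-methionine and bulk Escherichia coli tRNA · Doses – 11.9 µM compound single dose, 0.9% DMSO · Times – 15 min enzyme-compound preincubation, 2 h reaction, 10 min detection, 25 °C · Signal – Kinase-Glo luminescence, ATP depletion format · Controls – DMSO-only wells as low control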
# Rpn11 inh: Rpn11 (human) deubiquitinase inhibition | calls only at 20 µM | hit rate 0.59% among 360,000 | human 26S proteasome, Ub4-pepOG fluorescence polarization; 20S core pre-blocked with epoxomicin | O00487 | AID 588493;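 active = inhibition at 20 µM, scaled to each plate's controls, above about 33%, limit read from the data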
# CSN inh: blocks human CSN-mediated cullin deneddylation | inhibition, % at 12.5 µM | AID 651999 | Q92905 | Purified CSN, SCF-Nedd8-OG deneddylation, fluorescence polarization | hit rate 0.38% among 360,000;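 active = pattern-corrected inhibition above about 35%, with an unprinted fluorescence ratio check between 0.5 and 1.5, limit read from the data, passing the limit was not always enough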;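 also: 0% = enzyme with substrate and 100% = substrate without enzyme; some results filed as inactive read as strong as hits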
#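 assay system = purified human Csn5 enzyme expressed in HEK293T cells | amount = 0.24 nM enzyme | buffer or medium = Tris/NaCl/DTT buffer, pH 7.5 | reagent = 10 nM SCFSkp2-Nedd8OG | compound = one concentration, 12.5 µM, 0.25% DMSO | times = 90 min reaction at room temperature | signal = FP | read-out basis = % inhibition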
# Scp1 inh: blocks human Scp-1 phosphatase activity; Q9GZU7; Recombinant Scp1, phosphopeptide, malachite green phosphate absorbance; inhibition, % at 20 µM; hit rate 0.88% among 340,000;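 active = inhibition above about 50% at 20 µM, limit read from the data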;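 also: plate controls were DMSO wells with enzyme for no effect and wells lacking enzyme for full effect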
# Target sequence (Q9GZU7 76-261 limits assumed): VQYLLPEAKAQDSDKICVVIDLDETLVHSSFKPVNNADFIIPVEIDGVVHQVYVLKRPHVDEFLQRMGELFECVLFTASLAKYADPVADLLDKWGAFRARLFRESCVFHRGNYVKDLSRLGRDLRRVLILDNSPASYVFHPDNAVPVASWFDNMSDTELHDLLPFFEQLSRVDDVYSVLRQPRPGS
#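 Test system: SCP-1 catalytic domain; Buffer or medium: Acidic Tris acetate buffer with magnesium and detergent; Also added: Phosphorylated 17-residue peptide substrate; Compound: single 20 µM dose, 1% DMSO; Schedule: enzyme reaction 45 min at room temperature, colour 5 min, stabilisation 30 min; Signal: Phosphate-binding colour reagent, absorbance read at 630 nm.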
# MLLE-PAM2 inh: blocks PAM2 peptide binding to the PABP1 MLLE domain. hit rate 0.36% among 360,000. inhibition, % at 20 µM. AID 588489. GST-MLLE / FITC-PAM2 fluorescence polarization; in the data active = inhibition above about 35%, passing the limit was not always enough;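 also: plate controls were DMSO wells with GST-MLLE for no effect and wells lacking GST-MLLE protein for full effect; some results filed as inactive read as strong as hits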
# Active calls of the source: *; i = inactive; x = no result given.
# The line under a structure holds: DNMT1 inh, LMPTP inh, NadD block, STEP inh, SUMO1-SIM PPI, Tb MetRS inh, Rpn11 inh, CSN inh, Scp1 inh, MLLE-PAM2 inh
Nc1ccn(CCCN2CCN(C(=O)C3CC3)CC2)c(=O)n1
  1, -3.8, 0, -2, -2, 1.0, i, 3, x, -1
O=C(O)c1ccc(-c2ncc[nH]2)cc1
  -1, 1.0, 1, -2, 4, 0.2, i, -1, -7, -6
Cc1ccc(S(=O)(=O)C(C)C(=O)c2ccc3c(c2)OCCO3)cc1 (stereo not given)
  -1, -1.1, -6, 0, 0, -0.4, i, -3, -8, 5
Cc1ccc(-c2nc3cccnc3s2)cc1NS(=O)(=O)c1cccs1
  -11, -0.5, -1, 2, 8, -0.9, i, -2, -5, -17
Cc1ccc(COCCN2CCN(S(=O)(=O)c3ccccc3)CCC2=O)cc1
  -1, 2.5, -5, 0, -8, -0.3, i, -1, -5, 9
O=S(=O)(NCC(c1cccnc1)N1CCc2ccccc2C1)c1ccccc1 (stereo not given)
  -3, 0.5, 2, 0, -1, -0.5, i, 1, -2, -4
COc1cc(CN2CCCCCC2)cc(OC)c1OC
  0, -4.2, -2, 0, 1, 0.2, i, -1, -10, 0
N#CC(C(=O)NC1CCCCC1)=C1CCCCC1
  6, -0.4, 0, 6, -2, -0.7, i, -2, -6, 18
O=C(O)CCCN=CC1=C(O)CNC1=O
  1, 2.0, 2, 3, 0, 1.1, i, -12, -11, -2
COC(=O)c1ccc(CSc2nnc3n(Cc4ccccc4OC)c(=O)c4ccccc4n23)o1
  -3, -0.1, 0, 3, 3, -0.1, i, 4, -6, -128
COc1cc2c(cc1C1NC(=S)NC(C)=C1C(N)=O)CCCC2 (stereo not given)
  -3, -0.3, -2, 0, 1, -0.3, i, -1, -6, -150
CCOC(=O)c1c(C)c(C(=O)NCc2ccco2)c(C)n1Cc1ccccc1
  0, 1.2, 2, 1, 3, 0.1, i, 2, -6, 7
CCc1ccc(C(=O)COC(=O)CNC(=O)Cc2ccccc2)cc1
  1, -2.5, -10, -1, 3, -0.7, i, -4, -2, 3
CCC(C(=O)NCCc1c[nH]c2ccc(C)cc12)c1ccccc1 (stereo not given)
  -2, 1.2, -12, 2, 5, -0.9, i, 4, -12, 13
COc1ccc(C2CC(c3ccccc3)=NN2C(=O)COC(=O)C2CC2)cc1 (stereo not given)
  -5, 0.4, 0, -3, 0, 0.3, i, -6, -11, 9
CCOC(=O)COc1ccc(Br)cc1C1NC(=O)NC(C)=C1C(=O)NCc1ccccc1 (stereo not given)
  4, 1.0, 1, 0, 6, -0.3, i, 2, -11, -9
C=CCN1c2ccccc2[C@]23C[C@@H](C(=O)OC)N(C(=O)c4ccc(Br)cc4)C2=NC(C(=O)OC)=C(C(=O)OC)[C@H]13
  -6, -0.9, 2, 1, 4, -0.3, i, 1, -4, 15
O=S(=O)(NCCc1ccc(Cl)cc1)c1cccc2cccnc12
  18, 0.3, -8, 3, -2, -0.7, i, 1, 2, 7
Nc1ncnc(Oc2cccc3cccnc23)c1[N+](=O)[O-]
  0, 0.1, -3, 1, -21, 0.1, i, -9, -8, 13
O=C(NCc1ccccc1)C(c1ccncc1)N(C(=O)c1csnn1)c1cccc(F)c1 (stereo not given)
  9, -0.2, -1, 10, -2, 0.1, i, -3, -6, -7

# Remaining list, next part:
# The line under a structure holds: DNMT1 inh, LMPTP inh, NadD block, STEP inh, SUMO1-SIM PPI, Tb MetRS inh, Rpn11 inh, CSN inh, Scp1 inh, MLLE-PAM2 inh
Nc1nc(N)nc(-c2ccccc2O)n1
  3, -2.1, -8, 1, -1, -1.3, i, 3, -2, -7
Cc1ccc(-n2nnnc2SCC(=O)NCC2CCCO2)cc1C (stereo not given)
  -3, 0.9, 3, 3, 0, -0.4, i, 2, -6, -5
CCN1C(=O)[C@H]2[C@@H](c3ccc(Cl)cc3)N3C(=O)CN(CCOC)C(=O)[C@@]3(C)[C@H]2C1=O
  1, -0.8, 5, -1, -2, -0.3, i, 0, 2, 10
Cc1cccc(/C=N/NC(=O)Cc2cccs2)c1
  -4, 0.2, 1, -1, 2, 0.7, i, 0, -4, 6
CC(C)OC(=O)CN1CCN(S(=O)(=O)c2cc(Cl)ccc2Cl)CC1
  -4, -1.6, -4, -3, -1, -1.8, i, -6, 0, 7
COc1ccc(N(CC(=O)NN=C2CCN(C)CC2)S(=O)(=O)c2ccc(NC(C)=O)cc2)cc1
  0, -3.0, 0, 1, 3, -0.4, i, -4, -8, -3
O=C1CCc2ccc(OCCCCN3CCN(c4cccc(Cl)c4Cl)CC3)cc2N1
  -17, 2.3, -2, 1, 2, -1.4, i, -1, -4, 11
Cc1cccc(S(=O)(=O)Nc2nc3ccccc3nc2Nc2cccc(C(=O)O)c2)c1
  0, -0.6, -3, 2, 6, -0.2, i, -7, 2, 5
Cc1cc(Cl)c(S(=O)(=O)N2CCCC2)cc1OCC(N)=O
  9, 2.0, -1, -4, 2, -0.5, i, 2, 14, 3
CCn1c(O)c(N=NC(=O)CNC(=O)/C=C/c2ccco2)c2ccccc21
  2, -0.9, -2, -1, -21, -1.0, i, -3, -3, -12
Cc1cc(NC(=O)COc2nnc(-c3ccccc3)c3ccccc23)no1
  -1, 0.0, -1, -1, -1, 0.3, i, 0, -4, 1
COc1cc(=O)[nH]c(SC(C)C(=O)Nc2ccc3ccccc3c2)n1 (stereo not given)
  -3, -0.9, -6, -2, 0, -0.2, i, 3, -10, -1
O=C(O)c1ccc(N(c2ccccc2)c2ccccc2)cc1
  0, 1.4, -4, 0, 2, -0.9, i, 4, -10, 9
Cc1nn(Cc2ccccc2)c(C)c1C(=O)NCCN1C(=O)S/C(=C\c2ccc(F)cc2)C1=O
  1, -1.8, -2, 0, -1, -0.4, i, 6, -5, -28
COc1ccc(NC(=O)CN(C)C(=O)c2cc(-c3ccc(Cl)cc3)nc3ccccc23)cc1
  -5, 3.3, 3, 0, -3, -0.4, i, -3, -1, -51
CC(C)Oc1ccc(OCCCN2CCCCCC2)cc1
  -1, -1.4, -2, 53*, -5, 0.6, i, 5, -6, -3
CCOC(=O)N1CCN(C(=O)CN(c2cccc(C(F)(F)F)c2)S(=O)(=O)c2ccccc2)CC1
  8, -2.1, -1, 0, 1, -1.2, i, 4, 1, -1
Cc1ccc(NC(=O)COc2coc(CN3CCc4ccccc4C3)cc2=O)cc1Cl
  2, 0.3, 20, 0, 2, -0.3, i, -4, 6, -5
CCC(=O)NCc1c(C)c(C)n(Cc2ccccc2)c1-n1cccc1
  0, 0.9, -6, 1, 0, -0.3, i, 1, -7, -2
Cc1cc(C)cc(NC(=S)N2C3CCCC2CC(NC(=O)C2CC2)C3)c1 (stereo not given)
  1, -7.5, -3, -1, -2, -0.8, i, 4, 2, -86

# The last 2 compounds of the section above come first, to join the parts.
# The line under a structure holds: DNMT1 inh, LMPTP inh, NadD block, STEP inh, SUMO1-SIM PPI, Tb MetRS inh, Rpn11 inh, CSN inh, Scp1 inh, MLLE-PAM2 inh
CCC(=O)NCc1c(C)c(C)n(Cc2ccccc2)c1-n1cccc1
  0, 0.9, -6, 1, 0, -0.3, i, 1, -7, -2
Cc1cc(C)cc(NC(=S)N2C3CCCC2CC(NC(=O)C2CC2)C3)c1 (stereo not given)
  1, -7.5, -3, -1, -2, -0.8, i, 4, 2, -86
O=C(C1CC1)N1CCN(C(c2ccccc2)c2ccccc2)CC1
  -6, -1.0, -7, 0, -4, -0.3, i, 2, -2, 0
COc1ccc(C(CNC(=O)C2CC2)N(C)C)cc1 (stereo not given)
  0, -1.3, 1, -2, -6, -0.1, i, 0, 7, 4
COc1cc2c(cc1OC)C(C)N(C(C)=O)CC2 (stereo not given)
  -1, -1.1, -4, -3, 1, -0.5, i, 10, 0, -2
CCSc1nc(O)cc(=O)[nH]1
  2, -1.2, -4, 1, 3, 0.6, i, 0, -8, 1
COc1ccc(CN2CCNC(=O)C2CC(=O)NCCCn2cccn2)cc1C (stereo not given)
  -2, -1.9, -5, -3, -1, -0.5, i, 0, -2, 13
C[C@@]12CC(=O)NC1N(C(=O)c1ccccc1)C(c1ccccc1OC(=O)c1ccccc1)C2 (stereo not given in full)
  4, -1.0, 1, -2, -2, -1.1, i, 0, -2, 3
COc1ccc(Cl)cc1N1C(=O)CN(Cc2cc(OC)c(OC)c(OC)c2)C1=S
  -4, 1.1, -1, 4, 1, -0.3, i, 2, -14, 17
CC(C)Nc1nc2n(c(=O)n1)CCN2C(C)C
  3, 0.5, -7, -2, -6, -0.3, i, 1, 9, 3
CCOC(=O)CCNC(=O)N1CCCC(C(=O)c2cc(C)c(OC)c(C)c2)C1 (stereo not given)
  1, -2.8, -5, -1, 4, -0.1, i, -6, -10, -1
CC1CC2(C)C(=CC1=O)CCC1C2C(O)CC2(C)C1CCC2(O)C(=O)CO (stereo not given)
  -3, -0.5, 0, 0, -3, -0.1, i, 1, -7, 7
O=C(NCC1CCCO1)C(c1cccs1)N(Cc1ccccc1Cl)C(=O)c1ccc(-c2ccccc2)[nH]1 (stereo not given)
  -20, 2.0, 8, -2, -2, -1.1, i, -18, -11, -4
COc1ccc(Nc2n[nH]c(N)c2C(N)=O)cc1
  -2, 0.1, 0, -1, 0, -0.6, i, -1, -9, 5
Clc1cccc(CN2CCCCCC2)c1Cl
  4, -2.2, 2, 0, 5, 0.2, i, 0, -12, 7
Cc1nc2nc(SCC(=O)c3ccccc3)[nH]c2cc1Br
  -2, -0.1, 0, 3, -118, 0.0, i, -4, -5, -68
COc1cc(C(=O)NC(C)c2cc(C)ccc2C)ccc1OCC(=O)N1CCOCC1 (stereo not given)
  5, -2.2, 16, -3, 3, -0.2, i, 2, 0, -80
COc1ccc(C(=O)N(C)CC(=O)Nc2cccc(F)c2)cc1S(=O)(=O)NC1CCCC1
  1, -3.0, 6, -1, 1, -0.4, i, -2, -7, -35
CCCn1nnc(NC(=O)c2ccccc2Cl)n1
  3, -1.1, -5, -2, -3, -0.4, i, 0, -5, 2
COc1ccccc1N(CC(=O)Nc1ccccc1C(=O)NCC(C)C)S(C)(=O)=O
  2, -1.3, -3, 2, 0, -0.8, i, -4, -8, 1
Nc1ncc(Br)cc1S(=O)(=O)Nc1cc(C(F)(F)F)cc(C(F)(F)F)c1
  -15, 4.5, -3, -3, 9, 0.6, i, 0, -8, 2
COc1ccc(C(=O)n2nc(C#N)c(C#N)c2N)cc1
  -6, -1.1, -3, 3, -1, 0.1, i, -3, -15, -18
